HTR5A inv ag: HTR5A inverse agonism, opioid heterodimer counter-screen | P47898 | HTR5A cell line, luminescence | inhibition, % at 9.3 µM | 340,000 tested, 0.083% active; in the data active means inhibition mostly above about 23%, no sharp cut-off; inactive means mostly below about 18%;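 further: 0% = cells with DMSO and 100% = no-cell wells with DMSO; some compounds called inactive have numbers as strong as hits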
CAL-PDZ inh HTS: blocks peptide binding to the human CAL PDZ domain. Q9HD26. purified CAL PDZ, TMR-peptide fluorescence polarization, 1 h. inhibition, % at 24.9 µM. 300,000 tested, 0.92% active;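 active means mean inhibition of at least 30% with at least half of replicates also reaching 30%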;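 further: 0% = DMSO neutral control and 100% = excess unlabeled competitor peptide PRC23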
RTF Ca sens act: increases calcium sensitivity of human cardiac regulated thin filaments; P19429+P45379; IANBD-labeled TnC RTF fluorescence at EC20 calcium; 0% EC20 calcium, 100% full calcium; activation, % at 7.2 µM; 340,000 tested, 0.24% active; AID 493008;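 active means activation above the mean over all tested compounds plus 3 SD, cut at about 30% in these data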;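 further: rise in fluorescence read as greater calcium sensitivity of cardiac thin filaments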
MOR-DOR inv ag: mu-delta opioid heterodimer inverse agonism. 340,000 tested, 0.21% active. cell-based MOR-DOR heterodimer luminescence. P35372+P41143. AID 504357. inhibition, % at 9.3 µM; in the data active means inhibition above about 22%, passing the limit was not always enough;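 further: 0% = cells with DMSO and 100% = wells without cells with DMSO; values of inactives mirror those of a sister screen read the other way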
V-ATPase pHluor: alters yeast V-ATPase proton transport | S. cerevisiae, pHLuorin cytosolic pH fluorescence | response, % at 10 µM | AID 504577 | 350,000 tested, 0.37% active; in the data active means response mostly above about 7.3%, no sharp cut-off; inactive means mostly below about 5.4%; further: actives read high; inactives centre near 0; some compounds called inactive have numbers as strong as hits; reference of the scale not given here
LANA DNA inh: inhibitors of KSHV LANA C-terminal domain DNA binding; 340,000 tested, 0.078% active; MBP-C-LANA/FAM-LBS DNA binding, fluorescence polarization; inhibition, % at 9 µM;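 active means highest replicate inhibition at or above 60% at 9 µM, even if other replicates fall short; inactive means all replicates below 60% inhibition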;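 further: 0% = neutral control wells and 100% = 4 µM acridine orange control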
HTR5A ag: counter-screen for OPRM1-OPRD1 agonists: human HTR5A agonism; 340,000 tested, 0.61% active; HTR5A agonist assay, luminescence, cell-based; activation, % at 9.3 µM; P47898; in the data active means activation mostly above about 9.5%, no sharp cut-off; inactive means mostly below about 7.6%;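 further: 0% = cells with vehicle only and 100% = reference agonist; strong numbers were not always called active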
Keap1 Nrf2 FP: inhibitors of human Keap1-Nrf2 protein-protein interaction; Q14145; Keap1 Kelch-Nrf2 peptide fluorescence polarization, 1536-well; inhibition, % at 9.4 µM; 340,000 tested, 0.15% active; AID 504523; in the data active means inhibition above about 12%;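 further: human Keap1 Kelch domain with fluorescein labeled Nrf2 9mer peptide probe; 0% = neutral control wells and 100% = peptide positive control; higher means more block of Keap1 binding to Nrf2 peptide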
Target sequence (Q14145 whole entry, looked up, the tested form may be a part): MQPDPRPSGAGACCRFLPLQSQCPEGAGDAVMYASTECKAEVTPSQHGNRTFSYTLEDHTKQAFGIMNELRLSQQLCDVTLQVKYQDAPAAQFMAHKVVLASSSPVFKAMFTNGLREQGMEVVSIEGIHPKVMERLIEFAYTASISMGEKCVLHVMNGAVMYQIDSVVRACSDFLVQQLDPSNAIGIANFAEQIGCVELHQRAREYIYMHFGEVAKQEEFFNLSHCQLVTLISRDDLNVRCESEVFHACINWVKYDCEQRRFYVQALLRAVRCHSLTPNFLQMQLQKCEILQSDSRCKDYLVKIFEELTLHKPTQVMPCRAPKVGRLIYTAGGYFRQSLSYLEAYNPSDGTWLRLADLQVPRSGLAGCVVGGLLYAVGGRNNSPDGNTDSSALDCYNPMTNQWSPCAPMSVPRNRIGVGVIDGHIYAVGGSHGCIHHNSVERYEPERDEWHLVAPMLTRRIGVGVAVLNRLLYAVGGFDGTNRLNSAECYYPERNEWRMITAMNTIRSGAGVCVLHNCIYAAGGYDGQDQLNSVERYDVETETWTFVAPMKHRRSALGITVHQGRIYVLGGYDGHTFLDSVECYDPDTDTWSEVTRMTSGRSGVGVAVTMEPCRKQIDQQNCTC
RTF Ca sens inh: cardiac RTF calcium desensitization. 340,000 tested, 0.12% active. inhibition, % at 7.15 µM. P19429+P45379. IANBD-labeled cardiac RTF, Ca2+ fluorescence;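 active means inhibition above the mean inhibition of all tested compounds plus 3 SD, cut at about 17% in these data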;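 further: assay run at fixed EC70 calcium of 1.6 mM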
OPRM1-OPRD1 ag: OPRM1-OPRD1 heterodimerization agonism; cells, luminescence; activation, % at 9.3 µM; 340,000 tested, 0.3% active; AID 504326; in the data active means activation above about 18%;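 further: 0% = vehicle-treated cells and 100% = reference agonist; values of inactives mirror those of a sister screen read the other way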
The depositor's hits bear a star.

Every second line gives: HTR5A inv ag	CAL-PDZ inh HTS	RTF Ca sens act	MOR-DOR inv ag	V-ATPase pHluor	LANA DNA inh	HTR5A ag	Keap1 Nrf2 FP	RTF Ca sens inh	OPRM1-OPRD1 ag
COC(=O)c1cccc(N2C(=O)c3ccccc3S2(=O)=O)c1
    6	1	0	14	7	-0.2	10	4	-13	-2.7
O=C(C1COc2ccccc2O1)N1CCCCC1 (configuration not stated)
    10	-4	-1	17	1	0.1	-4	3	0	-4.2
C=CCn1cc(C(=O)NCCCOC)c(=O)c2cc(S(=O)(=O)N3CCC(C)CC3)ccc21
    12	-1	0	5	1	1.2	-4	-2	-7	-1.1
Cc1ccccc1NC(=S)c1nc2ccccc2[nH]1
    8	6	-6	-6	3	-0.9	-3	-2	-1	1.3
Cc1ccc(C)c(S(=O)(=O)N/N=C/c2ccc(F)cc2)c1
    -45	-7	-4	-3	-1	0.2	15*	-3	4	0.6
NC(=S)N=Nc1c(O)[nH]c2c(Cl)cc(Cl)cc12
    14	-1	0	35	-6	0.4	-4	3	1	-6.7
COC(=O)C(C)Sc1nnc(Cc2cc(=O)[nH]c(=O)[nH]2)n1-c1ccc(OC)cc1 (configuration not stated)
    -23	-1	8	8	1	2.6	8	-3	-6	-1.6
C=CCN1C(=O)C(O)(CC(=O)c2ccc(-n3cccc3)cc2)c2ccccc21 (configuration not stated)
    -7	-2	-2	8	-1	-0.1	-1	4	-6	-1.6
Cc1ccsc1/C=N/NC(=O)C1CC(=O)N(c2ccc(F)cc2)C1 (configuration not stated)
    15	-4	-4	17	4	0.4	9	3	-3	-3.3
NC(=O)c1ccsc1NC(=O)COC(=O)COc1ccccc1F
    -11	-5	7	4	-4	-0.8	0	3	7	-0.7
O=C(C1CCCCC1)N1CCC(c2nc3c(nnn3Cc3ccccc3Cl)c(=O)[nH]2)CC1
    -19	3	6	11	1	-0.5	6	-5	-9	-2.3
CCn1c(=O)c([N+](=O)[O-])c(N2CCOCC2)c2ccccc21
    -4	-3	0	14	-2	0.8	-2	-4	1	-2.8
Cc1c(NC(=O)Nc2ccc3c(c2)OCO3)cccc1[N+](=O)[O-]
    8	5	0	3	6	0.8	0	-3	-4	-0.6
Cc1[nH]n(-c2ccccc2)c(=O)c1/C=N/N(c1ccccc1)c1ccccc1
    0	-3	2	4	-1	-0.6	0	-4	6	-0.8
N#Cc1cn(N2CCCCC2)c(=O)[nH]c1=O
    4	-5	-1	7	-1	-1.1	-1	1	-8	-1.6
COC(=O)c1ccc(CNC(=O)Cn2cnc(C(=O)Nc3ccc(C)c(C)c3)n2)cc1
    7	1	1	19	-2	2.0	-2	1	-6	-3.8
COCCNC(=O)c1ccccc1NC(=O)c1ccccc1SC
    6	0	2	14	-3	-0.4	-2	3	16	-2.9
N#Cc1cn(-c2cccc(C(F)(F)F)c2)c(=O)[nH]c1=O
    14	-1	-10	4	-1	-3.5	-4	-2	-7	-0.9
O=C(Nc1cccnc1Cl)c1cc2ccccc2o1
    0	-4	6	16	1	1.1	0	0	-2	-3.6
Cc1ccc(C)c(CSc2nnc(-c3cccs3)n2Cc2ccco2)c1
    14	-1	-2	8	4	0.1	-1	-6	-10	-1.5

As entered above.
Value of `Cc1ccsc1/C=N/NC(=O)C1CC(=O)N(c2ccc(F)cc2)C1` (configuration not stated) in MOR-DOR inv ag: 17
Value of `NC(=S)N=Nc1c(O)[nH]c2c(Cl)cc(Cl)cc12` in MOR-DOR inv ag: 35
Value of `COC(=O)C(C)Sc1nnc(Cc2cc(=O)[nH]c(=O)[nH]2)n1-c1ccc(OC)cc1` (configuration not stated) in OPRM1-OPRD1 ag: -1.6

Part of the list above in order of SMILES length, low to high.
Every second line gives: HTR5A inv ag	CAL-PDZ inh HTS	RTF Ca sens act	MOR-DOR inv ag	V-ATPase pHluor	LANA DNA inh	HTR5A ag	Keap1 Nrf2 FP	RTF Ca sens inh	OPRM1-OPRD1 ag
O=C(C1COc2ccccc2O1)N1CCCCC1 (configuration not stated)
    10	-4	-1	17	1	0.1	-4	3	0	-4.2
O=C(Nc1cccnc1Cl)c1cc2ccccc2o1
    0	-4	6	16	1	1.1	0	0	-2	-3.6
Cc1ccc(C)c(CSc2nnc(-c3cccs3)n2Cc2ccco2)c1
    14	-1	-2	8	4	0.1	-1	-6	-10	-1.5
Cc1[nH]n(-c2ccccc2)c(=O)c1/C=N/N(c1ccccc1)c1ccccc1
    0	-3	2	4	-1	-0.6	0	-4	6	-0.8
C=CCn1cc(C(=O)NCCCOC)c(=O)c2cc(S(=O)(=O)N3CCC(C)CC3)ccc21
    12	-1	0	5	1	1.2	-4	-2	-7	-1.1

Given with tabs: two of the compounds above.
structure	HTR5A inv ag	CAL-PDZ inh HTS	RTF Ca sens act	MOR-DOR inv ag	V-ATPase pHluor	LANA DNA inh	HTR5A ag	Keap1 Nrf2 FP	RTF Ca sens inh	OPRM1-OPRD1 ag
N#Cc1cn(N2CCCCC2)c(=O)[nH]c1=O	4	-5	-1	7	-1	-1.1	-1	1	-8	-1.6
NC(=S)N=Nc1c(O)[nH]c2c(Cl)cc(Cl)cc12	14	-1	0	35	-6	0.4	-4	3	1	-6.7

Structures above with a cyano group:
Every second line gives: HTR5A inv ag	CAL-PDZ inh HTS	RTF Ca sens act	MOR-DOR inv ag	V-ATPase pHluor	LANA DNA inh	HTR5A ag	Keap1 Nrf2 FP	RTF Ca sens inh	OPRM1-OPRD1 ag
N#Cc1cn(N2CCCCC2)c(=O)[nH]c1=O
    4	-5	-1	7	-1	-1.1	-1	1	-8	-1.6
N#Cc1cn(-c2cccc(C(F)(F)F)c2)c(=O)[nH]c1=O
    14	-1	-10	4	-1	-3.5	-4	-2	-7	-0.9

High-throughput results as filed in PubChem BioAssay.

The order is random; overall some 2.8% were active at least once.
